Screening data from PubChem.
NOD1 NF-kB reporter – NOD1 signaling inhibitors, primary screen, cell-based, luminescence, uHTS (AID 1578); inhibition, % at 4 µM, or EC50 in µM where a hit was titrated; actives 1% (n = 290,000); NOD1-driven NF-kB luciferase reporter cells, luminescence; higher % means a stronger effect; in the data active = inhibition mostly above about 36%, no sharp cut-off; inactive = mostly below about 34%;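 note: HEK-293T reporter cells stimulated with the NOD1 agonist gamma-tri-DAP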
KOR beta-arrestin-1 – KOR antagonists, beta-arrestin recruitment, cell-based, luminescence, uHTS (AID 1778); actives 0.091% (n = 290,000); one-dose inhibition, % at 10 µM; IC50 in µM for titrated hits; KOR beta-arrestin recruitment, luminescence, antagonist mode; higher % means a stronger effect; note: strong numbers were not always called active
LYP inhibition – PTPN22 lymphoid phosphatase activity blockers – biochemical, fluorescence intensity, uHTS (AID 1779) | recombinant LYP phosphatase, fluorescence intensity; higher % means a stronger effect | inhibition, % at 11.5 µM, or IC50 in µM where a hit was titrated | actives 0.054% (n = 290,000);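 note: plate controls were vehicle with enzyme for no effect and no enzyme for full effect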
PMI inhibitors – inhibitors of human PMI, primary screen, biochemical, fluorescence intensity, coupled assay (AID 1209) | purified PMI enzyme, coupled fluorescence intensity; higher % means a stronger effect | one-dose inhibition, % at 20 µM; IC50 in µM for titrated hits | actives 0.42% (n = 190,000);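 note: plate controls were DMSO vehicle for no effect and wells lacking substrate for full effect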
KOR beta-arrestin-2 – KOR agonists, beta-arrestin recruitment, primary screen, cell-based, luminescence, uHTS (AID 1777); KOR beta-arrestin recruitment, luminescence; higher % means a stronger effect; activation, % at 10 µM; hits with a dose series show EC50 in µM; actives 0.02% (n = 280,000); in the data active = activation above about 50%, passing the limit was not always enough; note: a part of the inactive calls stands beside numbers as strong as those of hits
human PMI inhibitors – human PMI inhibitors, high substrate, primary screen, biochemical, fluorescence intensity, high mannose 6-phosphate (AID 1220) | recombinant PMI enzyme, coupled fluorescence intensity; higher % means a stronger effect | inhibition, % at 20 µM; hits with a dose series show IC50 in µM | actives 0.66% (n = 190,000)
XIAP antagonists – small molecules displacing peptide from XIAP – biochemical, IAP family, fluorescence polarization (AID 1018). XIAP BIR domain, fluorescence polarization peptide displacement; higher % means a stronger effect. displacement, % at 20 µM, or IC50 in µM where a hit was titrated. actives 0.007% (n = 200,000); in the data active = displacement above about 50%; note: a part of the inactive calls stands beside numbers as strong as those of hits
TNAP activators – stimulation of alkaline phosphatase TNAP activity – biochemical, luminescent, no phosphate acceptor, uHTS, primary screen (AID 1001) | purified TNAP, luminescent activation assay, no phosphate acceptor; higher activation fold means a stronger effect | activation fold at 20 µM; hits with a dose series show EC50 in µM | actives 0.03% (n = 200,000); in the data active = activation fold from about 3, or a potency from the dose series; inactive = the rest, 99 in 100 with activation fold below about 1.6; note: many of its hits are not listed in these tables
NOD2 inhibition – NOD2 signaling inhibitors, cell-based, luminescence, uHTS, HEK293 (AID 1566). HEK293 NOD2/NF-kB luciferase reporter, luminescence; higher % means a stronger effect. one-dose inhibition, % at 4 µM; EC50 in µM for titrated hits. actives 0.63% (n = 290,000); note: many of its hits are not listed in these tables
* = called active by the depositor; x = no result given; [ ] = dose if it differs, or a comment. Cut-off read from the data, not from the text of the source, unless noted: active = inhibition above about 50%; inactive = the rest.

SMILES	NOD1 NF-kB reporter	KOR beta-arrestin-1	LYP inhibition	PMI inhibitors	KOR beta-arrestin-2	human PMI inhibitors	XIAP antagonists	TNAP activators	NOD2 inhibition
Cn1cnnc1SCc1ccccc1[N+](=O)[O-]	1%	-6%	-3%	x	1.5%	x	x	x	10%
CCC(C(=O)Nc1ccccc1C(=O)N1CCOCC1)N1C(=O)c2ccccc2C1=O (stereo not given)	8%	-9%	-9%	2%	71%	-2%	-9.2%	1.1	10%
S=C(NNc1ccc2ccccc2c1)NC1CCCCC1	22%	41%	1%	-10%	-3.9%	-15%	-0.8%	1.2	-15%
O=C(CSc1cc(Cl)ccc1Cl)NCC(=O)Nc1ccc(F)c(F)c1F	-36%	23%	3%	4%	-0.3%	0%	-14%	1.1	-4%
CN(CCc1ccccn1)C1CCCN(S(=O)(=O)c2ccccc2Cl)C1 (stereo not given)	13%	18%	-6%	x	5.4%	x	x	x	11%
O=C(Cc1cc(=O)[nH]c(=O)[nH]1)N1CCC(Cc2ccccc2)CC1	-18%	20%	2%	-6%	5.5%	-12%	-4.8%	1.1	1%
CCn1c(SCC(=O)NC2CC2)nnc1-c1ccccc1OC	-35%	-14%	-8%	x	2.8%	x	x	x	-19%
CCCn1c(=O)c2sccc2n2c(CCCC(=O)NCc3ccco3)nnc12	-14%	16%	-10%	x	-2.3%	x	x	x	12%
Cc1cc(Nc2n[nH]c(N)c2C#N)ccc1F	-27%	18%	-8%	11%	-4.6%	1%	-3.6%	1.1	3%
CSc1cccc(NC(=O)CSc2nnc(C)s2)c1	-6%	17%	-2%	4%	8.9%	2%	-18%	1	-2%
O=[N+]([O-])c1ccc2oc(-c3cccc(O)c3)nc2c1	-1%	-14%	2%	7%	4.0%	10%	-1.1%	1.1	-203%
NNC(=O)c1ccc(NS(=O)(=O)c2ccc(Br)cc2)cc1	-1%	-1%	-10%	x	2.1%	x	x	x	7%
CCCc1nc2c(C)cc(-c3nc4ccccc4n3C)cc2n1Cc1ccc(-c2ccccc2C(=O)O)cc1	-12%	10%	0%	7%	-1.7%	-8%	-2.9%	1	31%
Cc1ccc(S(=O)(=O)N/N=C2\C(=O)C3(C)CCC2C3(C)C)cc1 (stereo not given)	-33%	4%[20 µM]	-8%	-84%	-1.3%	-113%	-4.4%	1	21%
O=C(NC12CC3CC(CC(C3)C1)C2)N1CCN(C(=O)C2CCCO2)CC1 (stereo not given)	-23%	-32%	-1%	15%	-3.7%	16%	-5.0%	1	10%
COc1cc([N+](=O)[O-])ccc1NC(=O)N1CCCCCC1	-22%	-21%	-6%	x	0.9%	x	x	x	6%
CCN(CC(=O)NCc1cccs1)C(=O)C(c1ccccc1)c1ccccc1	-24%	-19%	-11%	x	0.2%	x	x	x	3%
Cc1cccc(-c2noc(CCC(=O)NC3CCCCC3)n2)c1	-12%	4%	-13%	x	0.0%	x	x	x	9%
Cc1ccc(Cl)cc1Nc1nc(-c2cccnc2)cs1	14%	-43%[20 µM]	-9%	x	0.6%	x	x	x	2%
O=C(c1cc2cc(Cl)ccc2[nH]1)N1CCN(c2ccc(F)cc2)CC1	-11%	-16%	0%	x	-2.2%	x	x	x	14%
Cc1nnc(N(CCC#N)CCC#N)s1	-15%	-4%	-10%	0%	-0.6%	5%	-7.0%	1.1	14%
COc1ccc2nc(-c3ccccc3)[nH]c2c1	3%	-38%	-24%	-1%	2.6%	-4%	-8.6%	1.1	-139%
CN/S(=N/S(=O)(=O)c1ccccc1)c1ccc(C)cc1 (stereo not given)	-45%	-9%	1%	-2%	6.7%	0%	-2.4%	1.2	-17%
C=CCn1c(SCCOc2ccc(OC)cc2)nnc1C(NC(=O)c1ccc(OC)cc1)C(C)C (stereo not given)	6%	-20%	-1%	6%	-5.3%	6%	0.7%	1.1	-4%
COc1ccccc1CC(=O)NN1C(=O)c2ccccc2C1=O	-27%	-11%	-6%	-2%	7.8%	1%	-1.4%	1.1	14%
CCCCC(=O)Nc1cccc(-c2nn3c(C)nnc3s2)c1	-33%	-35%	-7%	10%	-3.7%	10%	0.0%	1.1	-6%
CCN(Cc1ccccc1)C(=O)COC(=O)CNS(=O)(=O)c1ccc(C)cc1	-18%	6%	-4%	17%	-2.6%	13%	-4.3%	1.1	13%
Cc1cccc(OCCSc2nc3ccccc3n2CCC(=O)O)c1	-3%	-1%	-5%	x	-5.8%	x	x	x	10%
CC1CCCCC1NC(=O)CCS(=O)(=O)c1ccc2c(c1)NC(=O)CO2 (stereo not given)	-24%	-29%	-4%	x	-2.4%	x	x	x	1%
COc1cc(C(=O)N(Cc2cc3ccccc3[nH]c2=O)CC2CCCO2)cc(OC)c1OC (stereo not given)	-7%	-20%	-1%	7%	-2.3%	9%	-18%	1.1	0%
Cc1cc(C)cc(C(=O)N(CCc2ccccc2)C2CC3CCC(C2)N3C)c1 (stereo not given)	14%	-35%[20 µM]	-8%	x	-0.9%	x	x	x	-11%
COc1ccc(S(=O)(=O)NC(C)C(=O)Nc2cccc([N+](=O)[O-])c2)cc1 (stereo not given)	x	1%	-6%	4%	16%	6%	-14%	1	x
COc1ccc(-c2nc(-c3ccccc3)[nH]c(=O)c2C#N)cc1	x	-41%	-10%	7%	3.2%	-1%	4.7%	1.1	14%
O=C(NNC(=O)c1ccccc1-n1cccc1)c1cccc(Cl)c1	10%	-6%	-11%	-6%	4.5%	4%	-2.7%	1.1	18%
CC(C)COc1nc2ccccc2nc1C(C#N)C(=O)NC1CCCCC1 (stereo not given)	0%	-3%	8%	2%	-2.5%	-2%	-5.9%	1.1	-12%
CC(C)(C)c1csc(NNC(=O)c2ccc(Br)cc2)n1	-13%	-17%	-3%	-16%	-2.2%	-26%	-4.1%	1	-9%
Cc1nc(-c2cccc(S(=O)(=O)N3CCCC(C)C3)c2)cs1 (stereo not given)	-22%	-1%	-2%	-10%	5.1%	-14%	-1.1%	1.1	8%
CCC(Cc1ccccc1)NS(=O)(=O)c1c(C)nc2sccn2c1=O (stereo not given)	15%	2%[20 µM]	-15%	x	-0.9%	x	x	x	5%
O=C(CC1Sc2ccccc2NC1=O)Nc1cccc(C(=O)O)c1 (stereo not given)	-14%	4%	0%	14%	-1.3%	11%	-12%	1.1	11%
COc1cccc(-c2onc3ccc(C4(C)OCCO4)cc23)c1	40%	17%	4%	10%	-2.0%	25%	-5.9%	1.1	-22%

Of the compounds above, 4 have a cyano group.
SMILES	NOD1 NF-kB reporter	KOR beta-arrestin-1	LYP inhibition	PMI inhibitors	KOR beta-arrestin-2	human PMI inhibitors	XIAP antagonists	TNAP activators	NOD2 inhibition
Cc1cc(Nc2n[nH]c(N)c2C#N)ccc1F	-27%	18%	-8%	11%	-4.6%	1%	-3.6%	1.1	3%
Cc1nnc(N(CCC#N)CCC#N)s1	-15%	-4%	-10%	0%	-0.6%	5%	-7.0%	1.1	14%
COc1ccc(-c2nc(-c3ccccc3)[nH]c(=O)c2C#N)cc1	x	-41%	-10%	7%	3.2%	-1%	4.7%	1.1	14%
CC(C)COc1nc2ccccc2nc1C(C#N)C(=O)NC1CCCCC1 (stereo not given)	0%	-3%	8%	2%	-2.5%	-2%	-5.9%	1.1	-12%

Complete entries, quoted from the list. Values in the order: NOD1 NF-kB reporter | KOR beta-arrestin-1 | LYP inhibition | PMI inhibitors | KOR beta-arrestin-2 | human PMI inhibitors | XIAP antagonists | TNAP activators | NOD2 inhibition
CC(C)COc1nc2ccccc2nc1C(C#N)C(=O)NC1CCCCC1 (stereo not given) is entered as 0% | -3% | 8% | 2% | -2.5% | -2% | -5.9% | 1.1 | -12%
COc1ccc2nc(-c3ccccc3)[nH]c2c1 is entered as 3% | -38% | -24% | -1% | 2.6% | -4% | -8.6% | 1.1 | -139%
CCC(Cc1ccccc1)NS(=O)(=O)c1c(C)nc2sccn2c1=O (stereo not given) is entered as 15% | 2%[20 µM] | -15% | x | -0.9% | x | x | x | 5%

New compounds follow:
SMILES	NOD1 NF-kB reporter	KOR beta-arrestin-1	LYP inhibition	PMI inhibitors	KOR beta-arrestin-2	human PMI inhibitors	XIAP antagonists	TNAP activators	NOD2 inhibition
CCOC(=O)c1ccc(NC(=O)CN(Cc2ccc(Cl)cc2)S(C)(=O)=O)cc1	-6%	0%	13%	24%	-3.4%	15%	-2.3%	1.1	-12%
CC1(C)CC2CC(C)(CN2C(=O)CCCN2C(=O)c3ccccc3C2=O)C1 (stereo not given)	-32%	9%	-7%	-4%	-0.8%	-8%	-1.6%	1	0%
O=C(Nc1ccc(SC(F)F)cc1)C12CCC(CC1)C2	-34%	-2%	-5%	10%	-2.0%	9%	-4.7%	1.2	-27%
Cc1ccc(C(=O)NCc2ccncc2)cc1S(=O)(=O)Nc1cccc(C)c1C	9%	1%	-6%	x	6.6%	x	x	x	18%
CCN(CCCNC(=O)CSc1cc(=O)n(C)c2cc(Cl)ccc12)Cc1ccccc1	-26%	-15%	2%	7%	-0.9%	2%	-6.0%	1	-10%
N#CC1=C(N)OC2=C(C(=O)CCC2)C1C1C=CCCC1 (stereo not given)	15%	-17%	-5%	14%	-1.5%	11%	-4.5%	1.1	22%
CN=C1CC(SC)=C1c1ccc(C)cc1	-25%	9%	-6%	-9%	-2.3%	3%	-2.6%	1.1	13%
COc1ccc(N2C(=O)C3C4C=CC(C5CC45)C3C2=O)c([N+](=O)[O-])c1 (stereo not given)	15%	-4%	-6%	11%	1.8%	10%	-0.3%	1.1	16%
Cc1nc(NCCc2ccc(S(N)(=O)=O)cc2)c2c(C)c(C)sc2n1	49%	7%	3%	15%	2.0%	8%	-16%	1	45%
Cc1cc(C)cc(C(=O)NCC(=O)N2CCN(C(c3ccccc3)c3ccccc3)CC2)c1	-1%	12%	-5%	x	-4.3%	x	x	x	8%
CCNS(=O)(=O)c1cc(S(C)(=O)=O)ccc1Cl	-20%	22%	85%*	2%	-3.5%	0%	-1.6%	1.1	-9%
Cc1nn(C(=O)CNC(=O)c2ccccc2)c(C)c1C	-30%	-20%	-1%	-12%	0.9%	-6%	-2.1%	1.1	-5%
CCSc1nc(NCCN(C)C)c2c3c(sc2n1)COC(C)(CC)C3 (stereo not given)	-5%	9%	-2%	x	1.9%	x	x	x	6%
CC(C(=O)c1ccccc1)n1cnc2ccccc2c1=O (stereo not given)	-14%	-24%	-6%	16%	-0.5%	17%	-0.8%	1	14%
COc1ccc(/C=C/C(=O)c2c(O)c(OC)c3occc3c2OC)cc1	-6%	-17%	2%	24%	3.7%	32%	-6.2%	1	-69%
CCc1ccc(-c2nn(Cc3ccccc3)cc2/C=C/C(=O)O)cc1	10%	-16%	-3%	6%	-4.3%	5%	-2.5%	1	29%
CS(=O)(=O)Nc1ccc(C(=O)NC2CCCC2)cc1	-12%	-26%	1%	-2%	6.5%	-6%	-2.9%	0.9	6%
CCCOc1ccc(-c2cnc(SCC(N)=O)nc2N)cc1	-11%	-10%	-4%	16%	5.8%	0%	-9.0%	1.1	-3%
C=CCN=C1CCCc2c1[nH]c1ccc(C)cc21	-42%	-21%	11%	3%	1.3%	7%	-4.7%	1.1	-8%
Cc1cccc(NC(=O)c2cnn3ccccc23)c1C	-8%	2%	-6%	x	2.3%	x	x	x	-26%
Cc1onc(-c2c(F)cccc2Cl)c1C(=O)OCC(=O)NC1CC1	-20%	13%	-5%	1%	-8.4%	4%	-3.7%	1.1	5%
COc1ccccc1/C=C1\SC(=S)N(N2C(=O)CCCC2=O)C1=O	-28%	2%	-3%	9%	-3.0%	13%	-7.1%	1.1	6%
Cc1cccc(C(=O)NC2CCN(C(=O)Nc3ccc(F)cc3)CC2)c1	-2%	-1%	-12%	x	-5.3%	x	x	x	11%

Only part of the results is shown. The share of hits here may be higher or lower than overall.
